Screening results deposited in PubChem BioAssay by several laboratories.
LYP inhibition: PTPN22 lymphoid phosphatase activity blockers – biochemical, fluorescence intensity, uHTS (AID 1779) | inhibition, % at 11.5 µM, or IC50 in µM where a hit was titrated | recombinant LYP phosphatase, fluorescence intensity; higher % means a stronger effect | 290,000 tested, 0.054% active; in the data active means inhibition above about 50%;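 further: plate controls were vehicle with enzyme for no effect and no enzyme for full effect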
HIV fusion peptide: cell-free HIV fusion peptide-binding blockers – biochemical, uHTS, fluorescence dequenching, primary screen (AID 1986); cell-free peptide binding, fluorescence dequenching, 30 min; higher % means a stronger effect; one-dose inhibition, % at 20 µM; IC50 in µM for titrated hits; 290,000 tested, 0.3% active; in the data active means inhibition mostly above about 52%, no sharp cut-off; inactive means mostly below about 76%; further: some results filed as inactive read as strong as hits
GPR55 antagonists: GPR55 antagonists blocking LPI-driven arrestin recruitment, primary screen, imaging, U2OS, beta-arrestin-GFP, LPI agonist (AID 2013); 290,000 tested, 0.13% active; U2OS GPR55 beta-arrestin-GFP translocation imaging, LPI antagonism; higher % means a stronger effect; one-dose inhibition, % at 10 µM; IC50 in µM for titrated hits;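 active means spots per cell inhibited over 60%, with over 100 cells counted and total cytoplasm intensity under 500,000; inconclusive means wells with under 100 cells, flagged as likely toxic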;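 further: U2OS cells stably carrying GPR55 and arrestin-GFP stimulated by 5 µM LPI near EC80; imaged beta-arrestin-GFP aggregate spots per cell after agonist stimulation; plate controls were LPI-stimulated DMSO wells for no effect and DMSO wells without LPI for full effect; some results filed as inactive read as strong as hits; confirmed hits need IC50 under 10 µM and bright autofluorescent wells are also inconclusive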
PhoP inhibition: PhoP-dependent GFP reporter repression – Salmonella Typhimurium, primary screen (AID 1863). S. Typhimurium PhoP-regulated promoter GFP reporter, 4 h; higher % means a stronger effect. inhibition, % at 50 µM; hits with a dose series show IC50 in µM. 300,000 tested, 0.16% active;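 active means inhibition over 29.93%, a cutoff 3 SD above the screen mean, later confirmed by dose response; inconclusive means inhibition over 29.93% but no dose response follow-up; inactive means inhibition at most 29.93% or unconfirmed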;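 further: 0% = low Mg2+ inducing control and 100% = high Mg2+ repressing control; strong numbers were not always called active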
MgcRacGAP inhibition: MgcRacGAP GTPase-activating activity inhibitors, confirmation, biochemical, ADP Hunter fluorescence | AID 624330 | 340,000 tested, 0.6% active | MgcRacGAP-stimulated Rac1 GTP hydrolysis, ADP Hunter fluorescence; higher % means a stronger effect; GST-tagged Rac1 F28L mutant substrate | inhibition, % at 30 µM, or IC50 in µM where a hit was titrated;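 active means first-screen hits whose inhibition reached a set limit at any dose in the follow-up dose series; inconclusive means inhibition above the set first-screen limit but never retested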;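 further: fluorescence reports GDP produced by GAP-driven GTP hydrolysis; strong numbers were not always called active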
NTR1 ag: agonists of NTR1, primary screen, imaging, U2OS cells, beta-arrestin-GFP, high content (AID 493036); P30989; NTR1-U2OS beta-arrestin-GFP spot imaging, agonist mode; activation, % at 20 µM; 330,000 tested, 0.17% active;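 active means activation at or above 40% of the spot to cytoplasm intensity ratio, with at least 20 cells analyzed; inconclusive means wells under 20 cells, flagged as cytotoxic or low count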;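 further: 0% = DMSO without peptide and 100% = 100 nM NTR1 peptide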
Target sequence (P30989 whole entry, looked up): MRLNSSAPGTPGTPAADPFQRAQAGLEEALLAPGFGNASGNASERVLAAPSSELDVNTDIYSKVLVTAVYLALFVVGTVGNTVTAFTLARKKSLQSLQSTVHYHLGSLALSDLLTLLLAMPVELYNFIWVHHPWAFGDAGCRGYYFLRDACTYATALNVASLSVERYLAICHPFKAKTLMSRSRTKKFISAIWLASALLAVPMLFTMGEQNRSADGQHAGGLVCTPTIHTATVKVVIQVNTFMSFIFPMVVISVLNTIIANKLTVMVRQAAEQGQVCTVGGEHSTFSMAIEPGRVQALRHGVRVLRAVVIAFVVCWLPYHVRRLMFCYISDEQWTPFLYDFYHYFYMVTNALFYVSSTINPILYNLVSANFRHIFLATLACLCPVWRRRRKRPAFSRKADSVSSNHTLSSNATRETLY
SIAH1 antagonists: Siah-1 peptide-binding antagonists, primary screen, biochemical, fluorescence polarization, rhodamine-plectin, uHTS (AID 1817); Siah-1 / rhodamine-plectin peptide fluorescence polarization; higher % means a stronger effect; displacement, % at 20 µM, or IC50 in µM where a hit was titrated; 290,000 tested, 0.02% active;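 active means displacement of at least 50% at 20 µM, with a fluorescence ratio check between 0.3 and a set limit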;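 further: plate controls were Siah plus tracer with DMSO for no effect and tracer alone without Siah for full effect; strong numbers were not always called active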
GPR35 arrestin U2OS: GPR35 antagonists blocking zaprinast-driven arrestin recruitment, primary screen, imaging, U2OS, beta-arrestin-GFP, zaprinast agonist (AID 2058). U2OS GPR35 beta-arrestin-GFP translocation imaging, zaprinast antagonism; higher % means a stronger effect. one-dose inhibition, % at 10 µM; IC50 in µM for titrated hits. 290,000 tested, 0.052% active;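 active means inhibition of at least 50% with at least 30 cells and total cytoplasm GFP at most 10,000,000; inconclusive means under 30 cells or total GFP of 10,000,000 plus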
Myeloid diff 2: promotes myeloid progenitor differentiation; ER-HoxA9 myeloid progenitors, lysozyme-GFP differentiation, flow cytometry; 360,000 tested, 1% active; calls only at 10 µM;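 active means normalized GFP-positive differentiation at or above the plate's own cutoff, the solvent-only control mean plus 3 SD; inconclusive means no clear call, values can overlap the other calls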;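 further: cells exposed to compound for four days before flow analysis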
NTR1 ag cell count 20 µM: further read-out of NTR1 ag, marked with its call; cell count; measured here: cell count, cytotoxicity flag
Myeloid diff 2 GFP+ MAC1+ %: recorded beside Myeloid diff 2, whose call it bears; GFP+ MAC1+ double positive, %; measured here: differentiation confirmed by MAC1 staining
An asterisk follows results filed as active.

How did CC(CN1CCCCC1)OC(=O)C(C)(c1ccccc1)c1ccccc1 (centres undefined) do in these assays?
LYP inhibition: 1.0%; HIV fusion peptide: 4.2%; GPR55 antagonists: -0.9%; PhoP inhibition: -9.7%; MgcRacGAP inhibition: 6.6%; NTR1 ag: -0.5; SIAH1 antagonists: 0.1%; GPR35 arrestin U2OS: 0.6%; Myeloid diff 2: inactive; NTR1 ag cell count 20 µM: 101; Myeloid diff 2 GFP+ MAC1+ %: 0.0

How did C[n+]1ccc(/C=C/c2ccccc2O)c2ccccc21 do in these assays?
LYP inhibition: -10.5%; HIV fusion peptide: 1.2%; GPR55 antagonists: 13.9%; PhoP inhibition: -15.1%; MgcRacGAP inhibition: 178µM*; NTR1 ag: 0.1; SIAH1 antagonists: 9.6%; GPR35 arrestin U2OS: -0.1%; Myeloid diff 2: inactive; NTR1 ag cell count 20 µM: 43; Myeloid diff 2 GFP+ MAC1+ %: 0.3

How did Cn1c(CCCOc2ccc(Cl)cc2Cl)nnc1SCC(=O)Nc1cccc(F)c1 do in these assays?
LYP inhibition: 3.5%; HIV fusion peptide: -1.2%; GPR55 antagonists: 9.5%; PhoP inhibition: -5.3%; MgcRacGAP inhibition: 5.0%; NTR1 ag: 11.6; SIAH1 antagonists: 8.5%; GPR35 arrestin U2OS: -11.0%; Myeloid diff 2: inactive; NTR1 ag cell count 20 µM: 65; Myeloid diff 2 GFP+ MAC1+ %: 1.0

How did O=S(=O)(Nc1cccc2ncccc12)c1cccs1 do in these assays?
LYP inhibition: -1.0%; HIV fusion peptide: -0.8%; GPR55 antagonists: 97.8%; PhoP inhibition: -3.5%; MgcRacGAP inhibition: 9.7%; NTR1 ag: 31.5; SIAH1 antagonists: -7.9%; GPR35 arrestin U2OS: 12.2%; Myeloid diff 2: inconclusive; NTR1 ag cell count 20 µM: 94

What do the screens show for `CCc1ccc2[nH]c(=O)c(CN(CCN(C)C)C(=O)Nc3ccccc3OC)cc2c1`?
LYP inhibition: -3.9%; HIV fusion peptide: 1.4%; GPR55 antagonists: -2.6%; PhoP inhibition: 6.0%; MgcRacGAP inhibition: 10.2%; NTR1 ag: 0.3; SIAH1 antagonists: 7.7%; GPR35 arrestin U2OS: -1.4%; Myeloid diff 2: inactive; NTR1 ag cell count 20 µM: 44; Myeloid diff 2 GFP+ MAC1+ %: 0.4

How did O=C(Cn1ccsc1=NC(=O)c1ccco1)c1ccccc1 do in these assays?
LYP inhibition: -0.4%; HIV fusion peptide: -0.5%; GPR55 antagonists: 10.8%; PhoP inhibition: 14.2%; MgcRacGAP inhibition: 3.8%; NTR1 ag: -1.9; SIAH1 antagonists: 0.7%; GPR35 arrestin U2OS: -3.7%; Myeloid diff 2: inactive; NTR1 ag cell count 20 µM: 72; Myeloid diff 2 GFP+ MAC1+ %: 0.6

How did Cc1ccc(C(=O)NC2CCCN(c3ccc(C(F)(F)F)cn3)C2)cn1 (centres undefined) do in these assays?
LYP inhibition: -7.4%; HIV fusion peptide: -0.3%; GPR55 antagonists: 2.7%; PhoP inhibition: 1.2%; MgcRacGAP inhibition: 6.0%; NTR1 ag: 1.0; SIAH1 antagonists: 11.5%; GPR35 arrestin U2OS: -2.2%; Myeloid diff 2: inactive; NTR1 ag cell count 20 µM: 42; Myeloid diff 2 GFP+ MAC1+ %: 0.6

Results for COc1ccccc1-c1nc(COc2ccc(Cl)cc2Cl)no1 ?
LYP inhibition: -4.5%; HIV fusion peptide: 0.7%; GPR55 antagonists: -11.6%; PhoP inhibition: -3.1%; MgcRacGAP inhibition: -4.5%; NTR1 ag: -0.3; SIAH1 antagonists: 5.5%; GPR35 arrestin U2OS: 18.8%; Myeloid diff 2: inactive; NTR1 ag cell count 20 µM: 34; Myeloid diff 2 GFP+ MAC1+ %: 1.1

What do the screens show for `OCCN(CC#CC(O)(c1ccccc1)C1CCCCC1)CCO` (centres undefined)?
LYP inhibition: -6.7%; HIV fusion peptide: -0.5%; GPR55 antagonists: 0.6%; PhoP inhibition: -4.3%; MgcRacGAP inhibition: 2.3%; NTR1 ag: -0.6; SIAH1 antagonists: 3.1%; GPR35 arrestin U2OS: -11.2%; Myeloid diff 2: inactive; NTR1 ag cell count 20 µM: 42; Myeloid diff 2 GFP+ MAC1+ %: 0.4

What do the screens show for `O=C(Nc1cccc(Br)c1)c1cccc(OC(=S)N2CCOCC2)c1`?
LYP inhibition: -5.7%; HIV fusion peptide: 0.5%; GPR55 antagonists: -10.0%; PhoP inhibition: 3.7%; MgcRacGAP inhibition: 4.1%; NTR1 ag: 2.7; SIAH1 antagonists: -1.0%; GPR35 arrestin U2OS: 8.8%; Myeloid diff 2: inactive; NTR1 ag cell count 20 µM: 63; Myeloid diff 2 GFP+ MAC1+ %: 0.6

Results for Cc1ccc(OCC(=O)N(C)CC(=O)Nc2ccc(F)c(F)c2F)cc1 ?
PhoP inhibition: 0.4%; MgcRacGAP inhibition: 8.6%; NTR1 ag: -1.0; Myeloid diff 2: inactive; NTR1 ag cell count 20 µM: 61; Myeloid diff 2 GFP+ MAC1+ %: 0.8

How did CC(OC(=O)C1CC(=O)N(Cc2ccccc2)C1)C(=O)Nc1ccccc1[N+](=O)[O-] (centres undefined) do in these assays?
PhoP inhibition: 0.3%; MgcRacGAP inhibition: 7.0%; NTR1 ag: 1.1; Myeloid diff 2: inactive; NTR1 ag cell count 20 µM: 62; Myeloid diff 2 GFP+ MAC1+ %: 1.5

What do the screens show for `COC(=O)CC/C(C)=N\Nc1ccc([N+](=O)[O-])cc1[N+](=O)[O-]`?
LYP inhibition: -8.4%; HIV fusion peptide: 3.0%; GPR55 antagonists: 14.4%; PhoP inhibition: 0.0%; MgcRacGAP inhibition: 7.5%; NTR1 ag: 1.3; SIAH1 antagonists: 1.0%; GPR35 arrestin U2OS: 2.8%; Myeloid diff 2: inactive; NTR1 ag cell count 20 µM: 42; Myeloid diff 2 GFP+ MAC1+ %: 0.9

How did O=C(NCc1ccco1)c1cnn2c(C(F)(F)F)cc(-c3ccco3)nc12 do in these assays?
LYP inhibition: -6.5%; HIV fusion peptide: 0.4%; GPR55 antagonists: 10.0%; PhoP inhibition: -3.8%; MgcRacGAP inhibition: 16.6%; NTR1 ag: 8.2; SIAH1 antagonists: -1.5%; GPR35 arrestin U2OS: -14.0%; Myeloid diff 2: inactive; NTR1 ag cell count 20 µM: 40; Myeloid diff 2 GFP+ MAC1+ %: 0.9

How did O=C(NCCCN1CCOCC1)c1cc(-c2ccc(O)cc2)on1 do in these assays?
LYP inhibition: -1.3%; HIV fusion peptide: 1.2%; GPR55 antagonists: -0.1%; PhoP inhibition: 10.4%; MgcRacGAP inhibition: 14.5%; NTR1 ag: -2.1; SIAH1 antagonists: 1.7%; GPR35 arrestin U2OS: -2.7%; Myeloid diff 2: inactive; NTR1 ag cell count 20 µM: 68; Myeloid diff 2 GFP+ MAC1+ %: 1.9

What do the screens show for `CCOC1OC(=O)C(Cl)=C1Nc1cc(C)ccc1C` (centres undefined)?
LYP inhibition: -5.9%; HIV fusion peptide: 2.6%; GPR55 antagonists: 6.3%; PhoP inhibition: -0.4%; MgcRacGAP inhibition: 4.2%; NTR1 ag: -0.3; SIAH1 antagonists: -0.7%; GPR35 arrestin U2OS: 8.6%; Myeloid diff 2: inactive; NTR1 ag cell count 20 µM: 55; Myeloid diff 2 GFP+ MAC1+ %: 0.4

Results for CN(C)S(=O)(=O)N(CC(=O)NCCSCc1ccc(Cl)cc1)c1ccccc1 ?
LYP inhibition: 5.3%; HIV fusion peptide: 0.2%; GPR55 antagonists: 8.7%; PhoP inhibition: -9.5%; MgcRacGAP inhibition: 6.2%; NTR1 ag: 2.7; SIAH1 antagonists: 0.3%; GPR35 arrestin U2OS: -7.1%; Myeloid diff 2: inactive; NTR1 ag cell count 20 µM: 35; Myeloid diff 2 GFP+ MAC1+ %: 0.4

How did CCCCN(C(=O)CSc1nnc(-c2ccccc2OC)n1C)c1c(N)n(Cc2ccccc2)c(=O)[nH]c1=O do in these assays?
LYP inhibition: -7.1%; HIV fusion peptide: 1.0%; GPR55 antagonists: 14.2%; PhoP inhibition: -3.2%; MgcRacGAP inhibition: 2.0%; NTR1 ag: 0.3; SIAH1 antagonists: 2.4%; GPR35 arrestin U2OS: 2.4%; Myeloid diff 2: inactive; NTR1 ag cell count 20 µM: 99; Myeloid diff 2 GFP+ MAC1+ %: 0.4

Results for COc1ccc(CNc2ccc3c(c2)nc(C)n3C)cc1 ?
LYP inhibition: -5.8%; HIV fusion peptide: 14.0%; GPR55 antagonists: 2.3%; PhoP inhibition: -7.6%; MgcRacGAP inhibition: 14.4%; NTR1 ag: 0.7; SIAH1 antagonists: -3.2%; GPR35 arrestin U2OS: 4.3%; Myeloid diff 2: inactive; NTR1 ag cell count 20 µM: 57; Myeloid diff 2 GFP+ MAC1+ %: 0.9

Results for CS(=O)(=O)Nc1ccc(C(=O)Nc2ccc3ccccc3c2)cc1 ?
LYP inhibition: -11.0%; HIV fusion peptide: 0.3%; GPR55 antagonists: -18.6%; PhoP inhibition: -3.2%; MgcRacGAP inhibition: 9.3%; NTR1 ag: 1.9; SIAH1 antagonists: -0.2%; GPR35 arrestin U2OS: -7.2%; Myeloid diff 2: inconclusive; NTR1 ag cell count 20 µM: 48

Not a hit list (roughly 2.4% active in at least one column).
